# Source: PubChem BioAssay (several laboratories)
# AID2073: inhibitors of Mint1-CaV2.2 protein interaction, biochemical, HTRF (AID 2073); HTRF protein-protein interaction, Mint1-CaV2.2; higher % means a stronger effect; inhibition, % at 20 µM; hits with a dose series show IC50 in µM; 290,000 tested, 0.19% active; in the data active = inhibition mostly above about 51%, no sharp cut-off; inconclusive = no clear call, values can overlap the other calls; inactive = mostly below about 53%; also: some results filed as inactive read as strong as hits
# RSV antiviral HEp-2: RSV antiviral activity via CPE protection, HEp-2 cells, primary 10 µM value included (AID 2391); HEp-2 cells, RSV-induced CPE inhibition; higher % means a stronger effect; CPE inhibition, % at 10 µM; hits with a dose series show IC50 in µM; 310,000 tested, 0.13% active; in the data active = a potency from the dose series; inconclusive = CPE inhibition mostly from about 23% at the one dose, without a potency; inactive = the rest, 99 in 100 with CPE inhibition below about 21%; also: strong numbers were not always called active
# NTR1 agonist: agonists of NTR1, primary screen, imaging, U2OS cells, beta-arrestin-GFP, high content (AID 493036). P30989. NTR1-U2OS beta-arrestin-GFP spot imaging, agonist mode. activation, % at 20 µM. 330,000 tested, 0.17% active;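 active = activation at or above 40% of the spot to cytoplasm intensity ratio, with at least 20 cells analyzed; inconclusive = wells under 20 cells, flagged as cytotoxic or low count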;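 also: 0% = DMSO without peptide and 100% = 100 nM NTR1 peptide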
# Target sequence (P30989 whole entry, looked up): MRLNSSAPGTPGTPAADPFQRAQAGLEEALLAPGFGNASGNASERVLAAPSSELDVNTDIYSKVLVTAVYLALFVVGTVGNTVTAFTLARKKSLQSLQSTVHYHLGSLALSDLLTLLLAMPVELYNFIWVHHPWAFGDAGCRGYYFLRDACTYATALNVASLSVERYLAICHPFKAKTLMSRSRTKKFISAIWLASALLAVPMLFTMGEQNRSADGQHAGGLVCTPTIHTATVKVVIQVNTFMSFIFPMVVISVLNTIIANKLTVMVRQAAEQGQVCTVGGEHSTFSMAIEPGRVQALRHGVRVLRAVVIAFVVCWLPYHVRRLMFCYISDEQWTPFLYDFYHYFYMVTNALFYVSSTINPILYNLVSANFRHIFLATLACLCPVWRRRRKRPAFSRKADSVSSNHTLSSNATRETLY
# K1F lysis inhibition: protection from phage-mediated lysis, alamar blue read-out – E. coli UTI89, K1F phage, bacterial capsule biogenesis inhibitors (AID 488966); E. coli UTI89 K1F phage lysis, alamar blue, 2 h; higher % means a stronger effect; inhibition, % at 100 µM, or IC50 in µM where a hit was titrated; 340,000 tested, 0.02% active;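 active = phage lysis inhibition, versus mean bacterial control, above a set limit; inconclusive = no clear call, values can overlap the other calls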;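 also: capsule biogenesis inhibitors block K1F phage lysis so surviving cells raise fluorescence; higher fluorescence means more inhibition of phage lysis; actives were called in the ten point dose series up to 300 µM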
# GPR35 antagonists: inhibition of zaprinast-stimulated GPR35 beta-arrestin translocation – imaging, U2OS, beta-arrestin-GFP, zaprinast agonist, primary screen (AID 2058); U2OS GPR35 beta-arrestin-GFP translocation imaging, zaprinast antagonism; higher % means a stronger effect; one-dose inhibition, % at 10 µM; IC50 in µM for titrated hits; 290,000 tested, 0.052% active;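 active = inhibition of at least 50% with at least 30 cells and total cytoplasm GFP at most 10,000,000; inconclusive = under 30 cells or total GFP of 10,000,000 plus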
# Dengue-2 NS5 capping: Dengue-2 NS5 methyltransferase inhibitors, primary screen, biochemical, confirmation dose response (AID 588689) | Dengue-2 NS5 methyltransferase capping enzyme assay, biochemical; higher % means a stronger effect | inhibition, % at 25 µM; hits with a dose series show IC50 in µM | 340,000 tested, 0.3% active; in the data active = a potency from the dose series; inconclusive = inhibition above about 29% without an active follow-up result
# WT yeast gro inh: growth inhibition of WT yeast, mitochondrial fusion screen | inhibition, % at 10 µM | AID 1362 | 190,000 tested, 2.1% active | mitochondrial fusion phenotypic screen, WT strain; in the data active = inhibition above about 58%; tested in S. cerevisiae
# Autophagy mod: alters autophagy in cells. MEF GFP-LC3 puncta imaging; test concentration mostly 10 µM. calls only at 10 µM (by protocol). 190,000 tested, 0.98% active;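 active = percentage of spot-positive cells more than 3 SD above its plate mean, without a fluorescence outlier flag or 80% toxicity; inconclusive = no clear call, values can overlap the other calls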;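 also: spot-positive cell cutoff set from DMSO-treated cells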
# LYP phosphatase: inhibitors of LYP phosphatase, biochemical, fluorescence intensity, uHTS (AID 1779). recombinant LYP phosphatase, fluorescence intensity; higher % means a stronger effect. inhibition, % at 11.5 µM, or IC50 in µM where a hit was titrated. 290,000 tested, 0.054% active; in the data active = inhibition above about 50%;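 also: plate controls were vehicle with enzyme for no effect and no enzyme for full effect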
# WT yeast gro inh mutant strain: second read-out of WT yeast gro inh, no call of its own (marks repeat the call); inhibition, %; mitochondrial fusion phenotypic screen, mutant strain inhibition
# Autophagy mod cell loss 18 h: recorded beside Autophagy mod, whose call it bears; toxicity, %; measured here: cell loss, nuclei count;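 cell loss after 18 h compound exposure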
# NTR1 agonist cell count 20 µM: second read-out of NTR1 agonist, no call of its own (marks repeat the call); cell count; measured here: cell count, cytotoxicity flag
# Dengue-2 NS5 capping pilot replicate: also measured in Dengue-2 NS5 capping; calls as there; inhibition, %; measured here: pilot screen replicate inhibition
# Active calls of the source: *; i = inactive; ? = inconclusive; / = not tested or not shown; [ ] = remark or other dose.
SMILES,AID2073,RSV antiviral HEp-2,NTR1 agonist,NTR1 agonist cell count 20 µM,K1F lysis inhibition,GPR35 antagonists,Dengue-2 NS5 capping,WT yeast gro inh,WT yeast gro inh mutant strain,Autophagy mod,Autophagy mod cell loss 18 h,LYP phosphatase,others
COc1cc(/C=N/NC(=O)c2cccc(NC(=O)c3ccccc3C)c2)ccc1O,21%,2.3%,0.0,38,2.8%,-8%,-4%,/,/,/,/,2%,
Cc1ccc(C)c(N(CC(=O)NC2CCCC2)C(=O)c2cc3cc4cccc(C)c4nc3s2)c1,24%,3.6%,1.8,52,4.4%,1%,-1%,-18,7,i,30,10%,
CCOC(=O)N1CCN(CC(=O)Nc2ccc(C)cc2)CC1,-4%,-0.1%,1.7,49,2.2%[50 µM],-2%,-3%,8,-10,i,3,0%,
COc1ccc(NS(=O)(=O)c2ccc3c(c2)CCC(=O)N3)c(OC)c1,-6%,0.0%,2.1,54,2.4%,17%,0%,-10,2,i,-12,-8%,
CCOC(=O)Cn1c(=O)n(Cc2ccc(C)cc2)c(=O)c2cccnc21,2%,0.5%,-0.5,45,0.1%,-6%,-1%,/,/,/,/,-1%,
Cc1ccc(-n2cc(CN(C)Cc3nccn3C)c(-c3cccc(C)c3)n2)cc1,6%,-2.7%,3.3,85,6.7%,11%,-8%,79*,65*,i,0,-6%,
Cc1cc(C(=O)Nc2nc3ccc(Cl)cc3s2)nn1C,5%,?,3.5,58,/,-9%,/,/,/,/,/,-4%,
COc1cccc(NC(=O)CN(C)C(=O)Cc2ccc3c(c2)CCC3)c1,/,0.2%,3.1,56,1.3%[50 µM],/,-1%,/,/,/,/,/,
COc1ccccc1/C=N/OCc1ccc(C#N)cc1,-3%,3.2%,0.4,110,0.1%,10%,-8%,/,/,/,/,-4%,
Cc1cnc(NC(=O)c2ccc(F)c(S(=O)(=O)N3CCOCC3)c2)s1,/,1.3%,-1.4,49,1.0%[50 µM],/,6%,/,/,/,/,/,
O=C(Cn1cnc2c(nnn2-c2cccc(F)c2)c1=O)Nc1ccc2c(c1)OCCO2,12%,0.1%,0.4,85,0.0%,-1%,-3%,/,/,/,/,-11%,
O=[N+]([O-])c1ccccc1Nc1ccccc1,11%,5.0%,-0.2,51,-0.3%,-1%,-13%,-17,-9,i,-8,-7%,
COC(=O)c1cc2n3ccccc3c(C)c(-c3ccccc3)c-2c1C(=O)OC,18%,25%,4.3,40,0.2%,18%,?,-12,-4,i,-9,-8%,
Cc1ccc2nc(N(CCCN(C)C)C(=O)CCc3ccccc3)sc2c1,1%,-1.4%,/,/,3.0%[50 µM],16%,0%,94*,91*,i,4,-2%,
CCOc1ccc(NC(=O)CSc2nnnn2CC(=O)O)cc1,-13%,-0.8%,0.4,28,1.2%,-6%,4%,-14,-4,i,-8,2%,
Cc1cccc(CNC(=O)c2ccccc2NC(=O)C2=CSCCO2)c1,10%,1.3%,-0.7,61,-0.3%,-5%,-7%,/,/,/,/,-6%,
CN(C)CCN(Cc1ccco1)S(=O)(=O)c1ccc(-c2ccc(=O)[nH]n2)s1,-4%,-0.4%,1.7,46,2.4%,1%,8%,/,/,/,/,-13%,
O=C(N(c1ccccn1)c1ccccn1)C12CC3CC(CC(Cl)(C3)C1)C2,8%,3.5%,-0.8,53,0.5%,-8%,-5%,16,7,i,-2,-5%,
COc1cc(NC(=O)CSc2nccc(C)n2)c(C)cc1[N+](=O)[O-],-10%,1.4%,0.3,39,2.5%,14%,-4%,-8,11,i,4,-5%,
CC[C@@H]1[C@H]2CCCC(=O)N3CC[C@@H](C[C@@H]1Nc1ccccc1)[C@@H]23,-1%,-0.7%,1.1,94,0.9%,11%,4%,/,/,/,/,-10%,
CCOc1ccc(OCC)c(NC(=O)CN(c2ccc(C)cc2)S(=O)(=O)c2c(C)noc2C)c1,-3%,7.3%,-2.1,73,4.2%,-22%,-9%,23,17,i,5,1%,
Cc1cc(C)n2cc(CSc3ccc(Cl)cc3)nc2n1,-6%,/,2.3,49,0.0%,0%,-5%,/,/,/,/,-4%,
CC(C)Cc1cc(C(=O)N2CCCC(C(=O)c3cc(F)ccc3F)C2)n(C)n1 (centres undefined),-5%,-0.5%,-0.2,78,3.0%,5%,-10%,/,/,/,/,-6%,
O=C(COc1ccc(Cc2ccccc2)cc1)c1ccc(F)cc1,0%,20%,-2.2,35,0.8%,-3%,1%,50,28,i,0,1%,
COc1cc(C(=O)N/N=C/c2coc3ccccc3c2=O)cc(OC)c1OC,8%,5.8%,0.5,83,0.0%,13%,-10%,/,/,/,/,0%,
# Continued:
SMILES,AID2073,RSV antiviral HEp-2,NTR1 agonist,NTR1 agonist cell count 20 µM,K1F lysis inhibition,GPR35 antagonists,Dengue-2 NS5 capping,WT yeast gro inh,WT yeast gro inh mutant strain,Autophagy mod,Autophagy mod cell loss 18 h,LYP phosphatase,others
COc1cccc(-n2c(Cc3cc(=O)[nH]c(=O)[nH]3)nnc2SCC(=O)N2CCCC2)c1,4%,-0.1%,-2.0,76,-0.1%,4%,15%,26,12,i,10,-3%,
CC(=O)CSc1nnc(-c2ccncc2)n1C,0%,6.0%,-1.1,74,0.3%,4%,-6%,-7,-4,i,-8,-8%,
COCCNC(=O)NC(=O)COC(=O)c1cccn1C,4%,1.4%,0.6,51,-0.6%,6%,-6%,-9,-11,i,-2,-1%,
CCC(=O)NCc1nc2ccccc2n1Cc1ccccc1F,24%,1.6%,-1.6,57,0.3%,16%,-6%,11,3,i,-7,-2%,
O=C(O)/C=C/c1ccc(S(=O)(=O)Nc2ccccc2C(=O)Nc2ccc(F)cc2)cc1,9%,1.2%,0.7,47,0.0%,1%,8%,/,/,/,/,-1%,
O=C(NC1CCCC1)C(c1ccco1)N(C(=O)c1ccco1)c1ccccc1 (centres undefined),10%,-0.2%,1.2,57,0.1%,10%,-2%,/,/,/,/,-4%,
CC(NC(=O)CCOc1ccccc1)c1ccccc1 (centres undefined),23%,0.5%,0.6,60,0.1%,10%,5%,-5,-16,i,-13,-6%,
CCC(C)(C)NC(=O)Nc1cc(Cl)ccc1OC,-4%,7.2%,1.5,86,0.0%,2%,7%,2,3,i,16,3%,
CC(=O)N(C)c1ccc(N2CCOCC2)c2c1C(=O)c1ccccc1C2=O,/,-0.4%,1.4,51,0.0%,/,-9%,/,/,/,/,/,
O=C(c1cc(C(=O)c2ccco2)cc(C(=O)c2ccco2)c1)c1ccco1,-2%,1.5%,-0.2,90,-0.1%,-6%,-8%,-14,-26,i,9,0%,
O=C(NCc1ccccc1F)C1CC(=O)N(c2ccc3c(c2)OCCO3)C1 (centres undefined),/,-1.7%,-0.7,71,1.3%[50 µM],/,-9%,/,/,/,/,/,
O=C(N/C(=C\c1ccc(Cl)cc1)C(=O)N1CCOCC1)c1ccco1,0%,2.6%,-0.7,40,-0.1%,-14%,3%,/,/,/,/,-2%,
Cc1cccc(NCc2ccccc2O)c1C,11%,2.8%,1.3,34,-0.2%,10%,6%,-3,-18,i,19,3%,
CCOc1ccccc1CNn1cnnc1,/,2.2%,0.5,50,0.8%,/,4%,/,/,/,/,/,
O=C(NCc1ccc(N2CCCC2=O)cc1)Nc1cccc2ccccc12,-13%,3.9%,-1.1,56,-1.5%,2%,-1%,2,-4,i,7,7%,
Cc1cccc(-n2c(O)cnc2Nc2nc(C)cc(C)n2)c1,13%,-1.0%,-0.3,63,/,12%,/,-1,-12,i,2,2%,
O=C(O)c1ccc(CSc2nnc(-c3ccncc3)n2-c2ccc(Cl)cc2)cc1,4%,2.8%,0.7,43,0.7%,3%,0%,6,11,i,9,-5%,
Cc1ccc(C(=O)NC(=S)NCC(=O)c2ccccc2)cc1,-5%,0.2%,2.3,66,3.3%,-8%,-5%,61*,0.5*,i,-30,-2%,
Cc1ccccc1CN1CCN(S(C)(=O)=O)CC1,25%,0.6%,-0.2,67,0.7%,-20%,0%,-10,-11,i,-6,-4%,Dengue-2 NS5 capping pilot replicate=1.5
Nn1c(SCC(=O)Nc2ccc(Oc3ccccc3)cc2)nnc1C1CC1,-4%,-1.1%,0.2,66,-0.6%,4%,-1%,11,0,i,-10,-3%,
CCCc1cc(C(=O)NCc2ccc(OC)cc2)no1,-5%,2.8%,-2.1,58,4.3%,-11%,-2%,14,5,/,/,-4%,
S=C(NCc1ccco1)N/N=C/c1ccncc1,-10%,1.7%,-0.5,52,1.9%,-2%,7%,/,/,/,/,0%,
O=C(c1ccc(OC2CCN(CCCc3ccccc3)CC2)cc1)N1CCCC1,5%,-0.3%,2.4,57,1.2%[50 µM],2%,-6%,/,/,/,/,-8%,
